# Screening data deposited in PubChem BioAssay by several laboratories.
# PPARg SRC1 recr: PPARgamma agonists recruiting SRC-1 coactivator, primary screen, biochemical. Peroxisome proliferator-activated receptor gamma (Homo sapiens), P37231. PPARgamma-SRC-1 coactivator recruitment biochemical assay. activation, % at 8 µM. actives 0.41% (n = 200,000). AID 631, 2007; in the data active means activation above about 19%;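 further: 0% = DMSO and 100% = reference agonist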
# DTT redox prof: compounds producing H2O2 with reducing agent – biochemical, NIH compound library profiling, artefact control for MLSCN library redox annotation, primary screen; DTT-dependent redox cycling H2O2, phenol red/HRP absorbance; 100% = 100 µM peroxide control, 0% = buffer; actives 0.03% (n = 200,000); AID 878, 2007; activation, % at 10 µM;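 active means activation of at least 50% relative to the plate's high and low controls in the primary single-dose screen; inactive means activation below 50%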;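 further: compound incubated with DTT at 0.8 mM final as the reducing agent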
# bIAP act: bovine intestinal alkaline phosphatase activators, primary screen, biochemical, bovine IAP, CDP-star luminescence | actives 0.17% (n = 200,000) | AID 1016, 2008 | activation factor at 20 µM | purified bovine IAP, 30 min; stronger effect = higher value; fold of DMSO-control signal, blank-subtracted;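 active means activation factor of 2 or more at 20 µM, a signal rise over negative controls twice the positive control's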
# bIAP inh: bovine intestinal alkaline phosphatase inhibitors, primary screen, selectivity assay for TNAP inhibitor project, biochemical, bovine IAP, CDP-star luminescence; inhibition, % at 20 µM; 190,000 tested, under 10 active; purified bovine IAP, 30 min;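 active means over 50% inhibition of intestinal alkaline phosphatase at 20 µM in the single-dose screen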
#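 Assay system – bovine IAP enzyme · Quantity – bovine IAP at 1/65,000,000 final dilution · Detection – CDP-star luminescence signal · Times – 30 min reaction at room temperature · Also added – CDP-star substrate at 30 µM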
# Lmaj promast: Leishmania major promastigote growth inhibition, primary screen; Leishmania major promastigotes, resazurin fluorescence viability; inhibition, % at 10 µM; actives 9% (n = 200,000); in the data active means inhibition above about 50%;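 further: promastigotes grown with compound for 44 hours at 28 °C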
# TR-FRET SRC-2 ct: TR-FRET signal artefacts, primary screen, artefact control for PPARgamma SRC-2 agonist project, biochemical; TR-FRET ratio at 8 µM; TR-FRET artefact counter-screen; stronger effect = higher value; actives 0.4% (n = 200,000); AID 1049, 2008; in the data active means TR-FRET ratio above about 2000; further: inactives centre near 1500
# S1P3 antag: S1P3 receptor antagonists, primary screen, cell-based; Sphingosine 1-phosphate receptor 3 (Homo sapiens), Q99500; CHO S1P3 NFAT-BLA reporter, FRET fluorescence, antagonist mode; inhibition, % at 4.98 µM; actives 0.27% (n = 170,000);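 active means inhibition above the plate cutoff, the mean inhibition of test wells on that plate plus 3 SD, cut at about 28% in these data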;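 further: cells challenged with S1P at its EC80 of 0.8 µM; blue over green emission ratio from cleaved BLA substrate after 4 h stimulation; 0% = S1P-stimulated wells and 100% = unstimulated DMSO-only wells; some compounds past the cut are filed as inactive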
# Target sequence (Q99500 whole entry, looked up): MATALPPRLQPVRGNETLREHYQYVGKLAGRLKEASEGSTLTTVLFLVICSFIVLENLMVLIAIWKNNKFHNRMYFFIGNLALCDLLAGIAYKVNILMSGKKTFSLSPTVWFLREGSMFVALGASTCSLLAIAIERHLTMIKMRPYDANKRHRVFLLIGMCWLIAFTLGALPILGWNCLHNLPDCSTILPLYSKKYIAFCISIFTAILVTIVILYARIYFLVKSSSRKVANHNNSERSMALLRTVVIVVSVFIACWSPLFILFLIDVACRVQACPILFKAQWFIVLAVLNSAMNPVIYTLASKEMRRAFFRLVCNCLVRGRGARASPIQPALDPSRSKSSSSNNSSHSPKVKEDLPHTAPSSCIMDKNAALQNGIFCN
# ROMK primary: ROMK potassium channel modulators, primary screen, cell-based, thallium flux, MLSMR library | actives 2% (n = 130,000) | ATP-sensitive inward rectifier potassium channel 1 (Homo sapiens), P48048 | AID 1918, 2009 | B-score at 10 µM | Tet-inducible ROMK, thallium flux fluorescence; actives lie on both sides;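 active means signal ratio slope over the read window, or its plate-corrected B-score, at least 3 SD from the plate mean, either direction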;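 further: B-score of the F/F0 ratio slope over 7 to 12 s after thallium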
# Target sequence (P48048 whole entry, looked up): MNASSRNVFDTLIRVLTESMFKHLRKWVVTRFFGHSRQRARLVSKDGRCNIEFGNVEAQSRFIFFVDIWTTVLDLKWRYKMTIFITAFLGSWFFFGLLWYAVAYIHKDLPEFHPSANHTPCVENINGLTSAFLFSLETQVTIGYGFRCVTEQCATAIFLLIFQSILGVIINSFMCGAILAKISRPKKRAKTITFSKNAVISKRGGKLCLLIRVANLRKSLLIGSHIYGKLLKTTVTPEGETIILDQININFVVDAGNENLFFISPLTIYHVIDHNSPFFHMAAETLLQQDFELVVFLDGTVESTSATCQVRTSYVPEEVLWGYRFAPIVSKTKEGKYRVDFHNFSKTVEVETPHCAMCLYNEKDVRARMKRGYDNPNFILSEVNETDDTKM
# PPARg SRC2 recr: agonists of PPARg-SRC-2 recruitment, primary screen, biochemical, HTS; activation, % at 8 µM; PPARgamma LBD-SRC-2 recruitment; actives 0.34% (n = 200,000); in the data active means activation above about 22%;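 further: 0% = vehicle and 100% = reference agonist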
# TLR4-MyD88 BLA: inhibitors of TLR4-MyD88 association in cells, primary screen, cell-based, HeLa CL3-4, BLA complementation, FRET ratio | HeLa CL3-4 TLR4/MyD88 BLA complementation | inhibition, % at 8.4 µM | Toll-like receptor 4 (Homo sapiens) + Myeloid differentiation primary response protein … | actives 0.18% (n = 200,000); in the data active means inhibition above about 25%;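 further: 0% = vehicle and 100% = reference inhibitor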
# PPARg SRC3 recr: PPARgamma agonists recruiting SRC-3 coactivator, primary screen, biochemical; Peroxisome proliferator-activated receptor gamma (Homo sapiens), P37231; biochemical PPARgamma/SRC-3 coactivator recruitment assay; activation, % at 8 µM; actives 0.26% (n = 200,000); AID 731, 2007; in the data active means activation above about 23%;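 further: 0% = DMSO and 100% = reference agonist; some compounds past the cut are filed as inactive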
# * marks the source's active call; other numbers are inactive results; · = not tested or not shown. Compounds as they come; about 11% have a hit in one of these screens.
# Each structure is followed by: S1P3 antag	PPARg SRC1 recr	bIAP inh	PPARg SRC3 recr	TLR4-MyD88 BLA	ROMK primary	TR-FRET SRC-2 ct	DTT redox prof	PPARg SRC2 recr	bIAP act	Lmaj promast
> COC(=O)c1cc(S(=O)(=O)n2nc(C)c(Br)c2C)c(Cl)cc1Cl
→ ·	1	16	6	4	·	1501	-13	-1	0.8	89*
> C=CCN(Cc1cc(OC)ccc1OC)S(=O)(=O)N(C)C
→ -27	4	0	-2	-10	0.91	1368	-0.3	-1	1	17
> Cn1nc(C(=O)OCC(=O)c2ccc[nH]2)c2ccccc2c1=O
→ -26	11	6	7	-5	-0.22	1819	-1.0	1	0.9	-2
> N#Cc1cc2c(nc1SCc1ccccc1)CCCCC2
→ ·	12	36	9	-8	·	1973*	1.2	35*	0.6	2
> COCCNC(=O)Cc1cn(C)c2ccccc12
→ ·	0	13	-5	-2	1.3	1497	-0.9	4	0.9	1
> CC(=O)c1ccc(NCC(=O)N2CCN(c3ccccc3)CC2)cc1
→ ·	6	-5	4	-7	-1	1559	0.3	8	1.1	37
> C=CCNC(=O)C1(c2ccccc2)CC1(Cl)Cl (stereo not given)
→ 3	4	9	3	-6	0.25	1600	0.0	-7	0.9	34
> CCOc1ccc(NC(=O)Nc2cccnc2)cc1
→ -1	5	18	1	-1	0.7	1592	0.5	8	0.8	0
> O=C(CCC(=O)Nc1ccccc1)N/N=C/C=C/c1ccccc1
→ -12	-2	5	-1	2	0.88	1655	-0.1	-3	0.9	-6
> Cc1c(NC(=O)c2ccc(=O)oc2)c(=O)n(-c2ccccc2)n1C
→ ·	-4	11	0	-8	0.25	1776	-2.8	-1	0.9	-2
> O=C(CN1C(=O)CCS(=O)(=O)c2ccccc21)Nc1cccc(F)c1
→ ·	-4	10	0	4	-0.43	1482	0.4	-4	0.9	-1
> Cc1cc(C)c2c(C)c(C(=O)Nc3c(C)n(C)n(-c4ccccc4)c3=O)oc2c1
→ -8	-13	2	-2	0	-0.11	1554	-0.1	-4	1	0
> Cc1noc(C)c1C(=O)NCCCc1ccccc1
→ 1	5	19	1	-1	·	1513	-1.7	8	0.8	-7
> COC(=O)C[n+]1cccc2ccccc21
→ -15	4	-20	3	5	-4.3*	1758	-1.9	6	1.2	29
> CC(=O)Nc1c(O)nc(SCC(=O)N2CCN(c3ccc(F)cc3)CC2)[nH]c1=O
→ -1	1	-6	11	-7	·	1588	-0.8	5	1.1	-6
> CC(C)OC(=O)CSc1nc2cccnc2n1C1CCCCC1
→ 6	6	10	11	3	·	1507	1.0	-2	0.9	9
> CCCC1=C(C(=O)OCC)C(c2cccs2)C(C#N)=C(N)O1 (stereo not given)
→ ·	0	11	-11	-1	2.3*	1385	0.4	-8	0.9	4
> O=C(COC(=O)c1sc2ccccc2c1Cl)NCC1CCCCC1
→ 3	9	-7	7	-10	·	1354	0.1	5	1.1	-10
> COc1ccc(NC(=O)c2oc3ccccc3c2NC(=O)COc2ccccc2OC)c(OC)c1
→ -6	-5	1	-1	6	-0.13	1615	-0.5	-2	1	-1
> OC1(C#CCN2CCOCC2)CCCCC1
→ 0	8	11	4	-3	0.054	1609	-0.9	3	0.9	0
> CCCCN1C=CC(=C2N=c3cccc([N+](=O)[O-])c3=N2)C=C1
→ 1	-11	-4	-4	-9	0.36	1502	-0.1	-5	1	3
> Cc1ccc(-n2nc(C)c(NC(=O)CCl)c2C)cc1
→ -1	-2	11	-2	-3	·	1261	0.3	-9	0.9	27
> Cn1nc(C(C)(C)C)c([N+](=O)[O-])c1C(=O)Nc1ccccc1
→ -6	-4	-26	0	-8	0.99	1358	-0.1	3	1.3	12
> CCOC(=O)c1sc(C)c2c1NC1(CCCCC1)NC2=O
→ 15	3	5	2	3	-0.0018	1524	-0.3	2	0.9	49
> COc1ccc(/C=N/NC(=O)c2ccc(COc3cccc4cccnc34)cc2)cc1OC
→ -19	4	-8	0	4	0.23	1285	0.4	-11	1.1	7
> CCC(C)(C(=O)NC1CCCCC1)N(C(=O)c1cnccn1)c1c(C)n(C)n(-c2ccccc2)c1=O (stereo not given)
→ 17	6	1	-6	12	0.28	1596	0.1	1	1	-2
> O=C(CSc1ccc(-c2ccccc2)nn1)NCC1CCCO1 (stereo not given)
→ -13	4	-16	-1	-14	·	1597	-0.8	-1	1.2	-4
> CC(C)Cn1c(N)c(C(=O)COC(=O)c2ccc3ccccc3n2)c(=O)n(C)c1=O
→ -7	8	·	4	6	-0.5	1651	0.9	11	·	-6
> Cc1ccc2cc(C3CC(c4ccco4)=NN3C(=O)CCC(=O)O)c(Cl)nc2c1 (stereo not given)
→ -20	12	8	4	-4	0.96	1601	-1.0	9	0.9	-8
> COC(=O)C(CSCc1ccccc1)NC(=O)CSc1nc(N)cc(=O)[nH]1 (stereo not given)
→ -1	-1	10	3	-2	1.2	1734	0.6	3	0.9	-3
> CC(C)(C)NC(=O)NC(=O)COC(=O)CCCc1c[nH]c2ccccc12
→ ·	0	20	-2	2	0.054	1717	-0.1	3	0.8	-4
> N#Cc1c(NC(=O)Cn2nc(C(F)(F)F)c3c2CCCC3)sc2c1CCC2
→ ·	10	4	12	1	·	1748	0.9	16	1	-7
> NC(=O)NCc1ccc(Cl)cc1
→ ·	5	7	12	-8	·	1571	0.7	10	0.9	0
> CCOC(=O)c1nnn(-c2nonc2N)c1-c1cccs1
→ 32	-3	7	-8	-2	0.36	1493	-0.1	-2	0.9	2
> CCNS(=O)(=O)c1ccc(NC(=O)c2cc(C(F)(F)F)nn2C)cc1
→ -21	-4	10	-10	5	·	1511	0.2	-10	0.9	15
> CCCn1nnnc1NCc1cccn1C
→ 0	4	2	16	-18	·	1509	-0.2	11	1	-4
> CC(C)Cc1nnc(NC(=O)CCN2C(=O)c3ccccc3C2=O)s1
→ -44	7	10	2	0	·	1456	0.1	8	0.9	-4
> O=C1N/C(=N\c2ccccn2)SC1Cc1ccc(Cl)cc1 (stereo not given)
→ -4	4	4	0	5	0.3	1482	-1.2	5	1	-5
> O=C(C1CCN(S(=O)(=O)c2ccc(Br)s2)CC1)N1CCN(C2CCCCC2)CC1
→ -2	-7	-19	-4	-1	-0.021	1452	0.5	-6	1.2	60*
> O=C1CC(c2ccccc2)C(=O)N1c1cccc(O)c1 (stereo not given)
→ -22	-11	3	5	8	0.73	1403	-0.2	-7	1	0
> Cc1nc(NC(=O)CSc2nnc3ccccn23)c(Cl)cc1Cl
→ ·	6	2	11	-3	·	1731	-2.1	6	1	-9
> CC(C)(C)NC(=O)CSc1nncn1NCc1c(Cl)cccc1Cl
→ ·	-8	4	6	3	-0.43	1376	1.1	4	1	-5
> O=C(NNc1cccc(Cl)n1)c1ccc(Cl)nc1
→ -10	3	2	3	-3	0.41	1625	-0.3	8	1	-13
> CCCCN(CCCC)/C(N)=N/c1nc(C)cc(C)n1
→ 11	2	0	-1	13	0.96	1503	-1.2	5	1	45
> C=CCOc1c(Cl)cc(C2NC(=O)NC(C)=C2C(=O)OC)cc1Cl (stereo not given)
→ -21	-2	12	-11	-18	·	1587	0.3	0	0.9	9

# A different layout for some results above:
canonical_smiles	S1P3 antag	PPARg SRC1 recr	bIAP inh	PPARg SRC3 recr	TLR4-MyD88 BLA	ROMK primary	TR-FRET SRC-2 ct	DTT redox prof	PPARg SRC2 recr	bIAP act	Lmaj promast
CCOC(=O)c1nnn(-c2nonc2N)c1-c1cccs1	32	-3	7	-8	-2	0.36	1493	-0.1	-2	0.9	2
CCNS(=O)(=O)c1ccc(NC(=O)c2cc(C(F)(F)F)nn2C)cc1	-21	-4	10	-10	5	·	1511	0.2	-10	0.9	15

# Other records
# Each structure is followed by: S1P3 antag	PPARg SRC1 recr	bIAP inh	PPARg SRC3 recr	TLR4-MyD88 BLA	ROMK primary	TR-FRET SRC-2 ct	DTT redox prof	PPARg SRC2 recr	bIAP act	Lmaj promast
> Cc1ccc(Cn2nc(C)c(NC(=O)c3cc(-c4ccc5c(c4)OCO5)on3)c2C)cc1
→ 27	1	2	-7	-27	-0.5	1391	0.0	5	1	10
> COc1ccc(Oc2nnnn2-c2ccccc2)cc1
→ ·	-2	11	-4	-8	·	1518	0.4	-3	0.9	-5
> COc1cccc(NC(=O)c2ccccc2-c2nc(-c3ccccc3)no2)c1
→ 17	4	9	-6	5	-0.012	1381	-0.1	-7	0.9	16
> O=C(NCc1nnc2c3ccccc3c(-c3ccccc3)nn12)c1ccc(Cl)cc1
→ 2	2	16	0	-5	·	1706	-0.3	0	0.8	-2
> O=C(CSc1nc(-c2ccco2)cc(C(F)(F)F)n1)N1CCN(c2cccc(Cl)c2)CC1
→ ·	4	14	-15	3	-0.68	1548	2.0	-1	0.9	0
> CCCCCCn1c(SCCC)nc2c1c(=O)[nH]c(=O)n2C
→ 3	5	5	5	-1	·	1745	-0.6	8	0.9	12
> CCOc1ccc(C(=O)Nc2ccccc2N2CCOCC2)cc1
→ ·	-4	6	-3	-5	·	1584	1.3	6	0.9	1
> CCn1cc(CNCc2cn(-c3ccccc3C)nc2-c2ccc(OC)c(F)c2)cn1
→ 9	1	0	4	-2	-1.7	1320	0.8	2	1	1
> N=c1c(C(=O)NCC2CCCO2)cc2c(=O)n3ccccc3nc2n1Cc1cccnc1 (stereo not given)
→ -11	9	1	3	-23	-0.93	1820	-0.5	5	1	11
> CCN(CC)S(=O)(=O)c1ccc2c(c1)nc(SCC(=O)N1CCOCC1)n2-c1ccccc1OC
→ ·	8	-4	5	-19	·	1580	-3.7	11	1	43
> CCOc1ccc(-c2nc(N)ncc2-c2ccccc2)c(O)c1
→ 16	-2	13	-10	-11	·	1458	1.4	-2	0.9	46
> N#Cc1ccc(CSc2nnc(-c3cccnc3)o2)cc1
→ -16	4	0	5	-8	-0.39	1549	0.4	10	1	-6
> CC(C)CCNC(=O)c1ccc2nc[nH]c2c1
→ ·	4	6	-8	14	-0.13	1350	0.4	1	0.9	-4
> CS(=O)(=O)c1ccc2nc(NC(=O)c3cccs3)sc2c1
→ -13	4	9	-3	-20	0.22	1704	-0.3	10	0.9	4
> CC(C)(C)NC(=O)C(=O)NNC(=O)c1cccc([N+](=O)[O-])c1
→ -11	-3	-29	5	17	-0.046	1607	-0.1	4	1.3	1
> CCn1c(SCC(=O)c2ccc(O)c(O)c2)nnc1-c1ccccc1
→ ·	3	3	-5	2	·	1517	-2.4	-4	1	-5
> COc1ccc(OC)c2sc(NC(=O)CCS(=O)(=O)c3ccccc3)nc12
→ -10	10	·	-1	-11	·	1807	-3.6	8	·	4
> CCN(CC)C(=O)c1sc(NC(=O)c2ccco2)c(C#N)c1C
→ 2	-2	13	-2	3	0.28	1450	3.1	0	0.9	8
